H9c2 protect = protects H9c2 cardiomyocytes from peroxide injury | H2O2 injury protection, ATPLite, 2 h | 360,000 tested, 0.63% active | protection from H2O2 cell death, % at 20 µM | AID 588492;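 active means compounds giving at least 50% protection of heart cells from peroxide-induced death in the single-dose screen, raw or plate-pattern-corrected value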;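 further: 0% = DMSO wells with peroxide and 100% = DMSO wells without peroxide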
NOD2-RIPK2 inh = blocks binding of human NOD2 to RIPK2; AID 624267; 360,000 tested, 0.38% active; CHO BLA complementation NOD2-RIPK2, CCF4 ratio; inhibition, % at 4.98 µM; in the data active means inhibition above about 21%;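 further: 0% = vehicle only and 100% = reference blocker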
m5-HT2A agonist = activates the mouse 5-HT2A serotonin receptor | CHO-K1 mHTR2A beta-arrestin complementation, luminescence; percent of 30 µM serotonin response | activation, % at 7.6 µM | 360,000 tested, 0.66% active;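 active means activation above a run cutoff, the mean activation of all tested compounds plus 3 SD, cut at about 14% in these data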;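 further: 0% = plate median of compound wells and 100% = 30 µM serotonin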
ABCB6 inh MLPCN = inhibitors of human ABC transporter ABCB6 | Q9NP58 | K562-ABCB6 porphyrin accumulation, flow cytometry, 1 h; active compounds read low | fluorescence ratio to DMSO, % at 10 µM | 360,000 tested, 0.19% active | AID 602162;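 active means fluorescence ratio to DMSO below 75%, the collection mean minus 3 SD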;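 further: signal is porphyrin accumulated inside mitochondria; 100% equals median channel fluorescence of DMSO control wells; lower ratio means ABCB6 inhibition with less porphyrin fluorescence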
MC4R antagonist = blocks human MC4R cAMP signaling. AID 540295. inhibition, % at 6.5 µM. P32245. 360,000 tested, 0.48% active. MC4R-expressing cells, MTII-stimulated cAMP, LANCE TR-FRET;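 active means inhibition above its plate's cutoff, the mean of tested wells on that plate plus 3 SD, cut at about 29% in these data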;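 further: 0% = Melanotan II alone and 100% = Melanotan II plus saturating MCL0020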
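Material – human MC4R-expressing U2OS cells · Repeats – no replicates · Detection – TR-FRET with Eu-cAMP and labeled anti-cAMP, 671 nm · Times – compound 30 min, challenge 1 h, detection 1 h · Compound – single nominal compound dose of 6.5 µM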
ABHD5 PLIN5 PPI = blocks binding of human ABHD5 to perilipin-5 | Q00G26+Q8WTS1 | inhibition, % at 4 µM | 360,000 tested, 0.78% active | Split G. princeps luciferase complementation, luminescence, 4 h;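 active means inhibition above the mean inhibition across every tested compound plus 3 SD, cut at about 22% in these data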;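 further: 0% = DMSO only wells and the 100% control is not disclosed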
Glyco luc inh = blocks N-linked glycosylation in D54 reporter cells | D54 ERlucT glycosylation luciferase reporter, 24 h; percent of 100 nM tunicamycin response | reporter increase, % at 12.5 µM | 360,000 tested, 0.23% active | AID 588692;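 active means mean luciferase reporter signal, scaled so untreated is 0 and the glycosylation-blocking control 100, at or above a set limit in every replicate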;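 further: luciferase carries N-glycosylation sites so blocking glycosylation raises the light; 0% = median of neutral control wells and 100% = median of 100 nM tunicamycin wells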
TLR9-MyD88 block = inhibitors of human TLR9-MyD88 binding | Q9NR96+Q99836 | CHO BLA complementation TLR9-MyD88, CCF4 FRET ratio | inhibition, % at 4.98 µM | 340,000 tested, 0.21% active | AID 504734;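 active means inhibition above the mean over all tested compounds plus 3 SD, cut at about 21% in these data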;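 further: 0% = DMSO only wells and 100% = clavulanate BLA inhibitor control wells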
Target sequence (Q99836 whole entry, looked up): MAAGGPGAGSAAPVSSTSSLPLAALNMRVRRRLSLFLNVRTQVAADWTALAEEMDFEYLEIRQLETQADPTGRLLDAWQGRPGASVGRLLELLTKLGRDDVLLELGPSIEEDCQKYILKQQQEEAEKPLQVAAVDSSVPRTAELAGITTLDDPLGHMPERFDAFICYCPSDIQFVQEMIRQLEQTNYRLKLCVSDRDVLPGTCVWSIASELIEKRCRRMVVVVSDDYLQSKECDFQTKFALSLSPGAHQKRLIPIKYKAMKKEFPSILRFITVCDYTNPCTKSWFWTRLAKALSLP
Target sequence (Q9NR96 whole entry, looked up): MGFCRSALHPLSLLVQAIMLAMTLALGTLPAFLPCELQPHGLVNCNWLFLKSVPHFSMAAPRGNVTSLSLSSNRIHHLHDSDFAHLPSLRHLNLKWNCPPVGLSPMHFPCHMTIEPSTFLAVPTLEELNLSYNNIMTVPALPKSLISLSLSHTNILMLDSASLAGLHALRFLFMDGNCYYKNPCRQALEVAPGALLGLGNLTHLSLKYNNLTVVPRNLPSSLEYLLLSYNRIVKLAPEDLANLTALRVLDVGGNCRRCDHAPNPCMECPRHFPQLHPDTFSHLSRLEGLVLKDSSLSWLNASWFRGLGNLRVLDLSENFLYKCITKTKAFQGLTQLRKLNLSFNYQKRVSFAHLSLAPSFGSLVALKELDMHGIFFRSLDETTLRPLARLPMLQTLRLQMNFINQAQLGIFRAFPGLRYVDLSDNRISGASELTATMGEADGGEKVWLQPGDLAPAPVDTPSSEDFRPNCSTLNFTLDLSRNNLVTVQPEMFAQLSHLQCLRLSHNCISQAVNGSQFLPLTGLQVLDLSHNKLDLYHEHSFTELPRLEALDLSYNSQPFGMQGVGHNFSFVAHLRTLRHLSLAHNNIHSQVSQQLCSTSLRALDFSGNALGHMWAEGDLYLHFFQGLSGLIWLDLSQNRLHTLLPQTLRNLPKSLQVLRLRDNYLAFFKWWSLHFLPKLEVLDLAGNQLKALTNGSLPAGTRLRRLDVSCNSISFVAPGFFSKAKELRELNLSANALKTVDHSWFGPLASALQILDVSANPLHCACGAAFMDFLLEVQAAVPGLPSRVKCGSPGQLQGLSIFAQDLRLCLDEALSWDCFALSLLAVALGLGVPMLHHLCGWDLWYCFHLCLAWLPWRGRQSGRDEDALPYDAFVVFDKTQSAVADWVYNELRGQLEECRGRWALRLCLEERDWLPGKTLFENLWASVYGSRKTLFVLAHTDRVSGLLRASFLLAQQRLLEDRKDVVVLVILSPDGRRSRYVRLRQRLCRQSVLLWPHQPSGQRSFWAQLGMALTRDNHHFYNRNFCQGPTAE
NCOA2 inhibitor = human SRC2 (NCOA2) inhibition; Q15596; HEK293 GAL4-SRC2 luciferase reporter, luminescence; inhibition, % at 9 µM; 370,000 tested, 0.17% active;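 active means inhibition above the mean inhibition of all tested compounds plus 3 SD, set per campaign, cut at about 52% in these data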;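 further: 0% = DMSO treated cells and 100% = cells given Gossypol at 36 µM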
MC4R ag barr = activates human MC4R beta-arrestin recruitment; U2OS MC4R beta-arrestin complementation, luminescence; percent of melanotan II response, DMSO zero; activation, % at 8.9 µM; 360,000 tested, 0.98% active;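 active means activation above a per-plate cutoff, the mean activation of sample wells on that plate plus 3 SD, cut at about 8% in these data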
* = called active by the depositor; · = no result given.

| structure | H9c2 protect | NOD2-RIPK2 inh | m5-HT2A agonist | ABCB6 inh MLPCN | MC4R antagonist | ABHD5 PLIN5 PPI | Glyco luc inh | TLR9-MyD88 block | NCOA2 inhibitor | MC4R ag barr |
| --- | --- | --- | --- | --- | --- | --- | --- | --- | --- | --- |
| CCCCn1c(O)c(N=NC(=O)c2ccco2)c2ccccc21 | 10 | -12 | 4 | 100 | -5 | -2 | 1 | -1 | -19 | 0.2 |
| Cc1ccc(CC(=O)Nc2cccc([N+](=O)[O-])c2)cc1 | 4 | -5 | -2 | 93 | 0 | -3 | 2 | 12 | -1 | -1.3 |
| Cn1c(=O)c2c(ncn2CC(=O)OCC(=O)Nc2ccccc2)n(C)c1=O | -2 | -3 | -3 | 91 | 3 | 2 | 3 | 1 | -21 | -2.6 |
| CC1=C(C(=O)N2CCCC(C(=O)c3cccc4ccccc34)C2)OCCO1 (centres undefined) | 0 | -3 | 2 | 90 | 5 | 4 | -1 | -10 | -3 | -1.6 |
| Cc1ccc(-c2onc3ccc(C(=O)O)cc23)cc1 | 1 | 0 | 5 | 99 | -1 | 5 | -3 | -7 | -70 | -2.4 |
| COc1cccc(C(C(=O)NCC2CCCO2)N(C(=O)Cn2nnc3ccccc32)c2ccccc2C(C)=O)c1OC (centres undefined) | -1 | 5 | 2 | 97 | -2 | -2 | -2 | -5 | 3 | -1.7 |
| CC1CCN(C(=O)CSc2nnc(-c3cccnc3)o2)CC1 | 8 | -12 | 1 | 97 | 3 | -1 | 3 | 11 | 3 | -0.6 |
| Cc1nc2c(C)cccn2c1/C(O)=C1\C(=O)C(=O)N(CCN2CCOCC2)C1c1cccs1 (centres undefined) | 0 | -4 | 2 | 95 | 7 | -4 | 2 | 6 | -10 | 0.9 |
| Cc1nc2nc(C)c(NS(=O)(=O)c3ccc(CC(C)C)cc3)c(=O)n2[nH]1 | 6 | -11 | 7 | 95 | -3 | 0 | 3 | 1 | 18 | 0.9 |
| Cc1ccc(NC(=O)CN2CCN(Cc3ccccc3)CC2)cc1Cl | 0 | -4 | -3 | 93 | 5 | 6 | 1 | 1 | -19 | 0.0 |
| CCOc1ccc(CN2CCN(Cc3ccc(C)o3)CC2CCO)cc1 (centres undefined) | 0 | 1 | 1 | 105 | 5 | 5 | -1 | -6 | -21 | -0.8 |
| S=C(c1ccc(N2CCOCC2)cc1)N1CCOCC1 | 1 | 3 | 1 | 103 | -5 | -3 | 1 | 8 | 19 | -1.1 |
| CN(C)c1ccc(S(=O)(=O)NCC(=O)NCc2ccccc2)cc1[N+](=O)[O-] | -2 | -1 | 6 | 98 | 6 | -7 | -1 | 8 | -14 | -3.2 |
| CCCCCCNC(=O)CC(NS(=O)(=O)c1ccc(NC(C)=O)cc1)C(C)C (centres undefined) | 3 | -7 | -3 | 98 | 5 | -3 | -2 | 1 | -4 | -0.7 |
| COc1ccccc1-c1nc2c3ccccc3nc(=S)n2[nH]1 | 7 | -6 | -4 | 100 | 5 | 2 | 0 | -7 | 5 | -0.8 |
| COc1ccc2[nH]cc(C3N4CC5(C)CN3CC(C)(C4)C5=O)c2c1 (centres undefined) | 10 | -20 | -4 | 104 | 17 | 4 | 2 | 6 | -2 | 1.7 |
| O=C1C(O)CC2c3ccccc3CC3(CCCC3)N12 (centres undefined) | 10 | -3 | -3 | 107 | 10 | -3 | -1 | 4 | -4 | 0.0 |
| Cc1cc(-n2c(SCC(=O)Nc3ccc(Br)cc3)nc3n[nH]c(C)c3c2=N)ccc1Cl | 7 | -4 | -3 | 91 | 16 | -4 | 13 | 4 | 8 | 19* |
| CCN(CC(=O)Nc1ccccc1SC)Cc1nc2ccccc2c(=O)[nH]1 | 8 | -11 | 4 | 96 | 0 | 0 | 0 | 5 | 26 | -1.1 |
| Cc1ccc(C2CC(c3cccs3)=NN2S(=O)(=O)c2ccc(C)cc2)cc1 (centres undefined) | -7 | 1 | -8 | 88 | -1 | -5 | -4 | 1 | 4 | -1.0 |
| COc1ccccc1-n1ccnc(SCC(=O)NCc2ccccc2Cl)c1=O | 0 | 1 | 7 | 98 | 17 | -5 | 2 | -4 | -8 | -3.2 |
| CC1CN(S(=O)(=O)c2cccc(C(=O)N(C)C3CCN(C)CC3)c2)CC(C)O1 (centres undefined) | 3 | 5 | 6 | 101 | 9 | 2 | 1 | 1 | 2 | 1.6 |
| CCCc1nc2ccc(Cl)cn2c1Cc1cccc(Cl)c1 | -4 | 8 | -2 | 93 | · | 2 | -1 | · | 0 | · |
| N#C/C(C(N)=O)=C1/SC=C(c2ccccc2)N1c1ccccc1 | 0 | 9 | -4 | 95 | 6 | 1 | -1 | · | 5 | 1.8 |
| Cc1ccc(S(=O)(=O)N2[C@@H](c3cccc(Cl)c3)C(C(=O)OC(C)(C)C)=CC[C@H]2c2cccc(Cl)c2)cc1 | -4 | -8 | 3 | 103 | · | -4 | -8 | · | 1 | · |
| C(=N\Nc1nc2ccccc2[nH]1)/c1ccc2c(c1)OCCO2 | 4 | -6 | -5 | 93 | 11 | 9 | -16 | 2 | -7 | 0.4 |
| Cc1ncc([N+](=O)[O-])n1CC(=O)Nc1cccc(C(F)(F)F)c1 | -4 | 6 | -5 | 90 | -3 | -12 | 0 | -2 | -14 | -0.8 |
| COc1ccc(C(C)=O)cc1CSc1nc2ccccc2c(=O)n1-c1cccc(C)c1 | 10 | -6 | 4 | 104 | 9 | 6 | -6 | -10 | -19 | -1.0 |
| Cc1cc2oc(=O)cc(CN3CCCCC3C)c2c(C)c1Cl (centres undefined) | -13 | -4 | 2 | 99 | 3 | -2 | -3 | -10 | -3 | -0.7 |
| Cc1ccc(-n2nc(C)c(C3(O)C(=O)N(C)c4ccccc43)c2N)cc1 (centres undefined) | 16 | -6 | 1 | 90 | 14 | -7 | 1 | 7 | -8 | -0.7 |
| Cc1ccccc1OCCSc1nc2ncnc(N)c2[nH]1 | -1 | -1 | -6 | 100 | 0 | 0 | 1 | -2 | 2 | -0.1 |
| COc1ccc(CNC(=O)CN(C(=O)CCC(=O)Nc2nccs2)c2ccc(C)cc2)cc1 | 3 | -9 | -2 | 98 | 7 | -11 | -8 | -2 | -15 | -2.6 |
| COC(=O)Nc1ccc(OCC(=O)N2CCOCC2)cc1 | 1 | -9 | 0 | 100 | 8 | -4 | 0 | -2 | -6 | -0.5 |
| CC(C)(CO)CNC(=O)CCc1nnc(C2(c3ccc(Cl)cc3)CCC2)o1 | 13 | -9 | -1 | 107 | 8 | -2 | 1 | 5 | -14 | -3.1 |
| COc1ccc(/C=N\NC(=O)CC(=O)Nc2cccc(Cl)c2)cc1OC | -8 | 5 | 4 | 94 | -3 | -6 | 0 | 5 | -4 | -0.3 |
| COc1cccc(/C=C/C(=O)OCC(=O)Nc2ccc(S(=O)(=O)N3CCCC3)cc2)c1 | -2 | 0 | 3 | 98 | 0 | -2 | 4 | -4 | 5 | -1.9 |
| Cc1ccc(-n2cc(CNC(C)Cn3cncn3)c(-c3ccc(F)cc3)n2)cc1 (centres undefined) | 10 | -6 | -3 | 80 | 3 | 1 | 2 | 2 | -12 | -2.8 |
| O=C(c1ccccc1)c1ccc(-n2cnnc2)c([N+](=O)[O-])c1 | -3 | -4 | -4 | 99 | 8 | 11 | 2 | -10 | -5 | 0.9 |
| CCOCCn1c(SCc2ccccc2)nc2c1c(=O)[nH]c(=O)n2C | 10 | -8 | 1 | 98 | -1 | 7 | 0 | -2 | 7 | 0.1 |
| COc1ccccc1NC(=O)C(C)OC(=O)CSCC(=O)Nc1cc(C)on1 (centres undefined) | 5 | 13 | 1 | 93 | 11 | 1 | 3 | -4 | -19 | 1.0 |

In the list so far, eight contain an NH in an aromatic ring.
| structure | H9c2 protect | NOD2-RIPK2 inh | m5-HT2A agonist | ABCB6 inh MLPCN | MC4R antagonist | ABHD5 PLIN5 PPI | Glyco luc inh | TLR9-MyD88 block | NCOA2 inhibitor | MC4R ag barr |
| --- | --- | --- | --- | --- | --- | --- | --- | --- | --- | --- |
| Cc1nc2nc(C)c(NS(=O)(=O)c3ccc(CC(C)C)cc3)c(=O)n2[nH]1 | 6 | -11 | 7 | 95 | -3 | 0 | 3 | 1 | 18 | 0.9 |
| COc1ccccc1-c1nc2c3ccccc3nc(=S)n2[nH]1 | 7 | -6 | -4 | 100 | 5 | 2 | 0 | -7 | 5 | -0.8 |
| COc1ccc2[nH]cc(C3N4CC5(C)CN3CC(C)(C4)C5=O)c2c1 (centres undefined) | 10 | -20 | -4 | 104 | 17 | 4 | 2 | 6 | -2 | 1.7 |
| Cc1cc(-n2c(SCC(=O)Nc3ccc(Br)cc3)nc3n[nH]c(C)c3c2=N)ccc1Cl | 7 | -4 | -3 | 91 | 16 | -4 | 13 | 4 | 8 | 19* |
| CCN(CC(=O)Nc1ccccc1SC)Cc1nc2ccccc2c(=O)[nH]1 | 8 | -11 | 4 | 96 | 0 | 0 | 0 | 5 | 26 | -1.1 |
| C(=N\Nc1nc2ccccc2[nH]1)/c1ccc2c(c1)OCCO2 | 4 | -6 | -5 | 93 | 11 | 9 | -16 | 2 | -7 | 0.4 |
| Cc1ccccc1OCCSc1nc2ncnc(N)c2[nH]1 | -1 | -1 | -6 | 100 | 0 | 0 | 1 | -2 | 2 | -0.1 |
| CCOCCn1c(SCc2ccccc2)nc2c1c(=O)[nH]c(=O)n2C | 10 | -8 | 1 | 98 | -1 | 7 | 0 | -2 | 7 | 0.1 |

One compound at a time, from the list above:
COC(=O)Nc1ccc(OCC(=O)N2CCOCC2)cc1 reads H9c2 protect = 1; NOD2-RIPK2 inh = -9; m5-HT2A agonist = 0; ABCB6 inh MLPCN = 100; MC4R antagonist = 8; ABHD5 PLIN5 PPI = -4; Glyco luc inh = 0; TLR9-MyD88 block = -2; NCOA2 inhibitor = -6; MC4R ag barr = -0.5
O=C(c1ccccc1)c1ccc(-n2cnnc2)c([N+](=O)[O-])c1 reads H9c2 protect = -3; NOD2-RIPK2 inh = -4; m5-HT2A agonist = -4; ABCB6 inh MLPCN = 99; MC4R antagonist = 8; ABHD5 PLIN5 PPI = 11; Glyco luc inh = 2; TLR9-MyD88 block = -10; NCOA2 inhibitor = -5; MC4R ag barr = 0.9

High-throughput results from PubChem BioAssay.

Not all compounds are listed (hit frequency here may not be typical).
